# All columns: NCI-60 one-dose screen, growth in % after 48 h at 10 µM unless noted; 100 = growth as untreated, 0 = no growth, -100 = all killed.
# T-47D: T-47D breast cancer | hit rate 5% among 79,000
# SR: SR leukemia cells | hit rate 8.7% among 73,000
# HS 578T: HS 578T breast cancer; hit rate 4.1% among 78,000
# MCF7: MCF7 breast cancer | hit rate 6.3% among 82,000 | AID 1794796
# K-562: K-562 leukemia | AID 1794777 | hit rate 7.4% among 78,000
# BT-549: BT-549 breast cancer | hit rate 4.4% among 78,000
# MDA-MB-231: MDA-MB-231 breast cancer; hit rate 5% among 81,000; AID 1794789
# MDA-MB-468: MDA-MB-468 breast cancer. hit rate 8.5% among 78,000. AID 2202374
# Starred values were filed as active, the others as inactive; / = not tested or not shown; & = joins results of further samples; ! = a repeat was not active. Rule for the calls: active = growth percent below 10; inactive = the rest.
SMILES,T-47D,SR,HS 578T,MCF7,K-562,BT-549,MDA-MB-231,MDA-MB-468
CCN1C(=S)N(CC)C2C1NC(=S)N2/N=C/C=C/c1ccccc1 (configuration not stated),37,20,12,18,15,47,53,2.3*
Cc1cccc(C(=O)O)n1,106,120,118,104,102,109,120,111
Nc1nc(=S)cc(Nc2cccc(Cl)c2)[nH]1,88,93,99,92,90,103,95,89
COc1cc(-c2cncn2-c2ccc(-c3nc4ccc(F)cc4s3)cc2)cc(OC)c1OC,63,90,78,87,98,73,74,71
COc1cc(C#N)c(OC)c2c1OCO2,109,91,131,104,115,116,117,111
COC(=O)c1sc(-c2ccc(F)cc2)c2sc(N)nc12,85,65,90,50,/,82,91,84
CC(=N/O)/C(C)=N\O,103,93,107,104,91,109,105,107
FC(F)(F)c1ccc(/C=N/NC(=S)Nc2ccccc2)cc1,96,91,104,92,96,97,104,116
COCCNC(=O)Cc1c(-c2ccccc2)oc2cc(OC)c(OC)c(OC)c12,94,91,105,96,104,98,107,109
COc1cc(/C=C/C(=O)c2ccc3c(c2)OCCO3)c(Cl)c(OC)c1OC,/,45,93,48,76,/,68,64
Cc1ccc2nc(Cl)cc(=O)n2c1,/,98,94,107,/,102,111,112
O=C(O)CCCc1cccc2ccccc12,105,97,101,100,126,100,93,113
C[Si](C)(O)CCl,103,108,100,115,111,99,138,115
O=c1c2ccccc2ncn1-c1ccc(Cl)cc1Cl,92,87,99,100,93,91,96,111
COc1cc(/C=C/C(=O)/C=C(/C=C/c2cc(OC)c(OC(=O)C(C)c3ccc(CC(C)C)cc3)c(OC)c2)OB(F)F)cc(OC)c1OC(=O)C(C)c1ccc(CC(C)C)cc1 (configuration not stated),93,122,105,91,99,99,108,105
C=C[C@]1(C)C(Cl)=C[C@H]2C(=O)[C@@H]1c1cccc3c1c(cn3C)C2(C)C,80,90,101,82,80,104,74,75
CC(C)COc1ccc(C(=O)NNC(=O)c2ccc(=O)[nH]c2)cc1,100,75,99,103,83,99,108,/
O=C1CCCN1C1CCN(Cc2ccccc2)c2ccccc21 (configuration not stated),86,/,107,/,100,104,92,99
COc1nc2c(cc1S(=O)(=O)c1ccccc1)CCc1c-2cnn1-c1cccc(Cl)c1,60,47,102,88,61,81,90,60
O=C(O)c1ccc(-n2cc(/C=N/Nc3ccccc3F)c(-c3ccccc3)n2)cc1,47,49,82,71,13,79,53,106
Nc1nc(Cl)ncc1[N+](=O)[O-],108,89,130,90,96,105,120,120
COc1ccc(Oc2nc(Cl)ncc2NC(=O)Nc2cc(OC)cc(OC)c2)cc1,72,89,109,89,78,114,89,93
NC(=O)C1(NC2CCCCC2)CCNCC1,103,93,103,105,100,98,111,108
N#Cc1c(Cl)nc(SCc2ccc(F)cc2)nc1-c1ccc(F)cc1,67,/,95,83,70,95,95,112
c1ccc(OCCOc2ccccc2)cc1,99,/,133,108,106,98,100,/
COc1cc(/C=C/C(=O)c2nc3cc(F)ccc3nc2C)cc(OC)c1OC,48,/,61,34,/,112,85,24
C(=C/c1ccnc(/C=C/c2ccccc2)c1)/c1ccccc1,99,97,112,88,94,102,101,71
COC(=O)C1C(=O)COC1C (configuration not stated),89,91,118,98,91,98,108,99
O=C1c2c(c3c4ccc(Br)cc4oc3c3[nH]c4ccccc4c23)C(=O)N1CCO,10,/,88,19,/,55,65,46
COc1ccc(/C(CS(=O)(=O)c2ccccc2)=N\O)cc1,93,87,104,95,103,102,113,/
CN(CC(=O)O)c1ncc(-c2ccc(Cl)cc2)cn1,/,97,100,93,96,110,103,98
CC1CCOC(c2ccccc2)O1 (configuration not stated),93,97,106,99,95,98,100,94
O=C(O)/C=C/C(=O)NCc1ccccc1,98,/,113,92,108,104,125,101
COc1ccc(-c2c(C#N)c(-c3cccs3)nc3c2c(-c2ccccc2)nn3-c2ccccc2)cc1OC,99,105,102,94,112,118,98,100
CC(C)(C)C(=O)OCOP(=O)(OCOC(=O)C(C)(C)C)C1CCCN(OCc2ccccc2)C1=O (configuration not stated),90,101,102,94,100,20,102,92
CCOc1cccc(OCC(=O)O)c1,96,104,90,89,107,/,104,97
O=C(Nc1cccc2ccccc12)c1cc2ccccc2cc1O,14,16,32,8.7*,15,12,-22*,-18*
C/C(O)=C(/C=N\C(=S)Nc1ccc(Cl)c(Cl)c1)C(=O)Nc1ccccc1C,61,83,96,85,88,94,93,93
Cc1cnc(N)nc1OCC(C)(C)CNC(=O)c1cccc(-c2ccc(S(=O)(=O)Nc3ccc4c(c3)N(C(=O)C3CC3)CCC4)cc2)c1,20,80,64,44,34,78,68,23
COc1ccc(-c2cc(-c3c(C)nn(-c4ccccc4)c3Cl)cc(-c3ccc(OC)cc3)n2)cc1,85,/,104,101,/,92,100,99
CCOC(=O)C(CC)c1cc2n(c(=O)c1C#N)CCC21OCCO1 (configuration not stated),101,/,108,95,99,100,98,101
CC1CCC2N(C1)CC1C(C(O)C(O)C3(O)C1CC14OC5(O)C(O)CCC1(C)C5CC(O)C34)C2(C)O (configuration not stated),108,92,88,90,93,/,112,108
CCOC(=O)c1cc(C(=O)c2ccc(Br)cc2)n2ccccc12,84,68,108,84,77,105,82,97
Cc1cc(=O)oc2cc(OCCOc3ccc(/C=C/C(=O)Nc4ccccc4N)cc3)ccc12,15,26,41,5.6*,21,-49*,-16*,-45*
COc1ccc(/C(C#N)=C2C=C/C(=N/O)c3ccccc3\2)cc1,65,/,35,13,13,31,10,37
CC(=O)c1c(N)c(C#N)cn1-c1cc(Cl)cc(Cl)c1,90,89,104,99,95,99,95,96
Cc1ccc(=O)n(-c2ccc(-c3nc4ccccc4[nH]3)cc2)c1,72,99,98,88,98,115,92,75
CC(C)OCCCn1c(=N)c(S(=O)(=O)c2ccccc2)cc2c(=O)n3ccccc3nc21,81,103,109,94,89,89,88,106

# 7 entries picked at random from those above, as already listed:
SMILES,T-47D,SR,HS 578T,MCF7,K-562,BT-549,MDA-MB-231,MDA-MB-468
Cc1cc(=O)oc2cc(OCCOc3ccc(/C=C/C(=O)Nc4ccccc4N)cc3)ccc12,15,26,41,5.6*,21,-49*,-16*,-45*
COc1ccc(/C(C#N)=C2C=C/C(=N/O)c3ccccc3\2)cc1,65,/,35,13,13,31,10,37
CC(=O)c1c(N)c(C#N)cn1-c1cc(Cl)cc(Cl)c1,90,89,104,99,95,99,95,96
Cc1ccc(=O)n(-c2ccc(-c3nc4ccccc4[nH]3)cc2)c1,72,99,98,88,98,115,92,75
O=C(Nc1cccc2ccccc12)c1cc2ccccc2cc1O,14,16,32,8.7*,15,12,-22*,-18*
CC1CCC2N(C1)CC1C(C(O)C(O)C3(O)C1CC14OC5(O)C(O)CCC1(C)C5CC(O)C34)C2(C)O (configuration not stated),108,92,88,90,93,/,112,108
C/C(O)=C(/C=N\C(=S)Nc1ccc(Cl)c(Cl)c1)C(=O)Nc1ccccc1C,61,83,96,85,88,94,93,93

# Additional records follow.
SMILES,T-47D,SR,HS 578T,MCF7,K-562,BT-549,MDA-MB-231,MDA-MB-468
Cc1cccc(N2CCN(C(C)(C)C#N)CC2)c1,99,136,109,102,126,91,113,107
NC(=S)N/N=C/c1ccc(O)c(C(=O)O)c1,107,/,88,98,123,114,87,95
C[N+]1(C)CCC(c2ccccc2)(c2ccccc2)C(=O)C1Cc1ccccc1 (configuration not stated),91,96,101,90,104,102,96,80
C[N+]1(C)CCCC1c1ccccc1 (configuration not stated),108,/,106,94,107,106,106,88
CC(C)CCC[C@@H](C)[C@H]1CC[C@H]2[C@@H]3CC=C4c5sc(NCCCN6CCOCC6)nc5CC[C@]4(C)[C@H]3CC[C@]12C,100,109,107,108,103,105,119,100
OCCNCc1ccccc1,85,107,101,81,112,112,107,98
Cn1cc(C#N)c(=O)[nH]c1=O,93,100,91,100,91,97,101,92
CCN(CC)CCCC(C)Nc1nccc2c(Cl)cccc12 (configuration not stated),89,87,96,103,82,103,101,100
CCn1cnc2c(SC)ncnc21,91,119,112,95,97,134,107,103
O=c1[nH]c2sc3c(c2c2nnnn12)CCCC3,74,94,101,97,104,87,90,118
Clc1ccc(CSc2cc(SCc3ccc(Cl)cc3Cl)nc(SCc3ccc(Cl)cc3Cl)n2)c(Cl)c1,119,93,101,103,96,108,108,/
O=C(SCN1CCCCC1)c1ccccc1,99,103,111,93,98,101,112,/
CCC(=O)C(c1ccc(N(C)C)cc1)c1ccc(N(C)C)cc1,84,72,99,86,71,/,100,102
CC(OC(=O)Nc1cccc(Cl)c1)C(=O)OC1CCCCC1 (configuration not stated),100,95,106,96,101,109,94,104
O=C(Nc1ccc(Cl)c(Cl)c1)Nc1ccc(Cl)c(Cl)c1,-52*!,-17*!,-45*!,-76*!,-33*!,-83*!,-91*!,-78*!
O=C(CSc1nc2ccccc2c(=O)n1-c1ccccc1)Nc1ccc(S(=O)(=O)Nc2nccs2)cc1,69,65,60,58,58,45,74,56
Cc1ccc2nc(-c3nc4ccccc4[nH]3)c(Cl)cc2c1,92,81,90,77,100,104,77,95
CC(C)Cc1ccc(C(C)C(=O)NCc2ccc(Cn3c(=O)sn(CCI)c3=O)cc2)cc1 (configuration not stated),/,62,75,29,/,78,105,71
CC(=O)N1CCc2ccc(N)cc21,107,104,122,105,98,105,100,117
COc1ccc2nc(NCCCNCCO)c3sc4ccc(F)cc4c(=O)c3c2c1,72,-35*,64,18,-37*,92,-27*,-32*
Cc1nn(-c2ccccc2)c2nc3c(c(-c4ccc(Cl)cc4)c12)CNC(c1ccc(Cl)cc1)N3 (configuration not stated),96,80,91,91,95,99,90,101
Cc1ccc(NCCNCC(O)CO)c2c(=O)c3ccccc3sc12 (configuration not stated),54,-9.7*,33,-54*,-13*,63,-16*,-46*
CCOC(=O)c1cc(-c2ccc(Br)cc2)n(-c2ccc(OC)cc2)n1,64,/,93,87,97,/,83,95
CC(=O)c1ccc(N=C2N=c3ccccc3=C/C2=C\c2c(O)[nH]c(=O)[nH]c2=O)cc1,90,87,96,87,88,102,82,98

# No new results follow: 5 of the compounds above.
SMILES,T-47D,SR,HS 578T,MCF7,K-562,BT-549,MDA-MB-231,MDA-MB-468
COc1ccc2nc(NCCCNCCO)c3sc4ccc(F)cc4c(=O)c3c2c1,72,-35*,64,18,-37*,92,-27*,-32*
Cc1nn(-c2ccccc2)c2nc3c(c(-c4ccc(Cl)cc4)c12)CNC(c1ccc(Cl)cc1)N3 (configuration not stated),96,80,91,91,95,99,90,101
Cc1ccc(NCCNCC(O)CO)c2c(=O)c3ccccc3sc12 (configuration not stated),54,-9.7*,33,-54*,-13*,63,-16*,-46*
CCOC(=O)c1cc(-c2ccc(Br)cc2)n(-c2ccc(OC)cc2)n1,64,/,93,87,97,/,83,95
CC(=O)c1ccc(N=C2N=c3ccccc3=C/C2=C\c2c(O)[nH]c(=O)[nH]c2=O)cc1,90,87,96,87,88,102,82,98

# Continuation:
SMILES,T-47D,SR,HS 578T,MCF7,K-562,BT-549,MDA-MB-231,MDA-MB-468
COc1cc(Cn2c(SCCC(=O)NCc3ccc(S(N)(=O)=O)cc3)nc3ccccc3c2=O)cc(OC)c1OC,64,107,78,84,/,70,66,40
CN(C)c1nc(N(C)C)nc(N(C)C)n1,97,102,109,77,97,90,128,103
N#C/C(=C\c1ccc(-c2ccc(Cl)cc2)o1)C(=O)Nc1ncc(Cc2ccc(Br)cc2)s1,19,17,-2.9*,30,43,25,3.4*,26
COc1ccc(OC)c2c(=O)c(C(=O)O)c[nH]c12,100,94,120,94,93,98,110,106
COCCOC(=O)C1=C(C)NC(C)=C(C(=O)OCCOC)C1c1cccc(C#N)c1,93,97,96,97,95,88,106,86
COc1cccc(/C=C/C(=O)c2cc3c(N)c(C(=O)Nc4ccccc4)sc3nc2C)c1,33,11,25,7.9*,13,30,17,15
CN(/N=N/N(C)c1ccccc1)c1ccccc1,94&95,100&91,106&86,89&88,99&100,102&92,89&89,108&101
CC(C)CCC[C@@H](C)[C@H]1CC[C@H]2[C@@H]3CC=C4c5sc(Nc6ccccc6Cl)nc5CC[C@]4(C)[C@H]3CC[C@]12C,99,106,90,99,100,111,100,96
CCOP(=O)(OCC)OC[C@]1(C)CC[C@]2(C)CC[C@]3(C)C(=C2C1)C=C[C@@H]1[C@@]2(C)CCCNC(C)(C)[C@@H]2CC[C@]13C,99,22,98,63,21,95,91,79
C(=N\N=C\c1c[nH]c2ccccc12)/c1c[nH]c2ccccc12,83&89,85&85,104&110,74&76,83&86,92&111,85&103,96&102
c1ccc(-c2n(Cc3ccc4ccccc4c3)c3c4ccccc4c4ccccc4c3[n+]2Cc2ccc3ccccc3c2)cc1,-42*,-44*,-43*,-75*,-45*,-70*,-79*,-76*
COc1ccc(/C(C)=N/OC(=O)c2sc3ccccc3c2Cl)cc1CN1CCOCC1,89,81,109,94,88,/,110,104
N#C/C(=C\c1ccc(Cl)cc1Cl)C(=O)NNc1nc2ccccc2[nH]c1=O,94,81,91,60,89,105,76,89
Cn1c(=O)c(C#N)c(-c2ccco2)n2c(S(=O)(=O)Cc3ccccc3)nnc12,91,65,124,75,100,74,126,/
O=C(CSc1nc(O)c(Cc2ccccc2)c(=O)[nH]1)Nc1ccc2ccccc2c1,83,88,/,99,80,105,101,97
Nc1c(C(=O)Nc2cccc(C(F)(F)F)c2)sc2nc3c(cc12)CCCCC3,-12*,33,17,29,37,25,-29*,-9.9*
O=C(O)c1ccc(-c2nn(-c3ccc(C(=O)O)cc3)cc2CNc2cccc(F)c2)cc1,94,99,105,98,105,96,109,116
CCOC(=O)c1c2c(n3ccc(NC(=O)CCN4CCCC4)cc13)C(=O)c1ncccc1C2=O,-44*,-20*,-44*,-67*,-40*,-74*,-71*,-82*
COC(=O)C(Cc1ccccc1)n1cc(COc2nc(Cl)nc(Nc3ccc(Cl)cc3)n2)nn1 (configuration not stated),79,67,82,78,91,100,94,69
O=C1OC(c2ccccc2)=N/C1=C\c1ccc(Cl)cc1Cl,111,105,/,98,115,106,122,92
CC(=O)N1Cc2cc(C)c(C)cc2C(C)Cc2cc(Cl)ccc21 (configuration not stated),99,/,102,108,98,125,99,96
COc1c(O)cc2oc3cc(O[C@H]4O[C@H](CO)[C@@H](O)C(O)C4O)c(CC=C(C)C)c(O)c3c(=O)c2c1CC=C(C)C (some centres not stated),99,108,100,102,97,109,102,101

# Compound activity as filed in PubChem.
